Screening results as filed in PubChem.
BB579 growth dn: yeast BB579 growth reduction in restrictive medium | S. cerevisiae BB579 growth, OD615, 48 h | inhibition, % at 10 µM | actives 0.51% (n = 140,000) | AID 804;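 active means inhibition above a set limit, 3 SD over the mean compound inhibition, cut at about 44% in these data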; further: inactives centre near -24
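Material: Saccharomyces cerevisiae DeaD strain BB579, replicative lifespan model yeast; buffer or medium: CSMM-D restrictive synthetic medium containing dextrose (glucose); compound: 10 µM single dose, DMSO 0.25%; timing: 48 h compound exposure at 30 °C after 4 h preincubation; signal: turbidity as optical density at 615 nm; benchmarks: positive control amphotericin B 10 µg/mL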
bCat KO growth: beta-catenin-lacking colon tumor cell growth suppression | viability, % at 10 µM | actives 1.5% (n = 140,000) | HCT116 beta-catenin knockout viability, CellTiter-Glo, 60 h; active compounds read low;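 active means viability at or under a set limit, the compound median less 4 SD, cut at about 6% in these data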;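 further: 0% = Hyamine 1622 control at 20 µM and 100% = untreated cell control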
HCT116 PTEN-null: PTEN-deleted cell growth suppression; viability, % at 10 µM; actives 1.2% (n = 140,000); HCT116 PTEN-null viability, CellTiter-Glo, 60 h; active compounds read low;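 active means viability at or below a set limit, 4 SD under the median of all tested compounds, cut at about 3.7% in these data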;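 further: PTEN knockout HCT116 line with beta catenin targeted HCT116 as companion control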
Yeast life ext: yeast lifespan extension; S. cerevisiae growth with nicotinamide, OD615; deaD strain in restrictive glucose medium; inhibition of the nicotinamide effect, % at 10 µM; actives 0.68% (n = 130,000); AID 775;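 active means inhibition above a set limit, placed 3 SD over the median of all compounds, cut at about 26% in these data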;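 further: 0% = nicotinamide-treated wells and 100% = cells grown without nicotinamide; some compounds called inactive have numbers as strong as hits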
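Test system – modified budding yeast, DeaD strain · Compound – single dose 10 µM compound, 0.25% DMSO · Times – culture preincubation 4 h, compound exposure 48 h, both 30 °C · Detection – optical density (absorbance) at 615 nm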
E-sel TNF inh: blocks E-selectin expression induced by TNF alpha; HUVEC TNFa-induced E-selectin immunofluorescence, high content; inhibition, % at 2 µM; actives 0.71% (n = 120,000); AID 1246;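 active means inhibition above the batch mean plus 3 SD, and confirmed as a hit on visual image review, cut at about 43% in these data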;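 further: 0% = TNF-stimulated DMSO wells and 100% = unstimulated control wells; not every result past the cut was called active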
MRP1 act: MRP-1 activation; H69AR cells + doxorubicin, viability rescue, CellTiter-Glo; AID 799; actives 0.61% (n = 140,000); viability increase, % at 10 µM;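 active means viability gain under doxorubicin at or above a set limit, the compound median plus 3 SD, cut at about 4.7% in these data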;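 further: MRP-1 overexpressing cells given doxorubicin 25 µM after compound pretreatment; 18-22 h compound pretreatment then 72 h with doxorubicin before readout; 0% = doxorubicin-only wells and 100% = vehicle-treated cells without doxorubicin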
Measles CPE: protection of cells from measles virus; AID 841; actives 1.5% (n = 140,000); protection (pct of control), % at 4 µM; Measles virus-infected cells, CPE protection, absorbance; in the data active means protection mostly above about 24%, no sharp cut-off; inactive means mostly below about 26%; further: some compounds called inactive have numbers as strong as hits
Phagocytosis inh: inhibitors of macrophage phagocytosis | J774A.1 macrophage IgG-bead phagocytosis, imaging | inhibition, % at 5 µM | actives 0.07% (n = 110,000);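 active means inhibition above the mean of the plate negative controls plus 5 SD, cut at about 13% in these data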;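 further: phagocytic index as fraction of beads internalized from green versus red external bead signal; plate controls were DMSO negative control for no effect and cytochalasin-D positive control for full effect; some results beyond the cut were filed as inactive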
GALR2 antag: antagonists of human galanin receptor 2 (GALR2); AID 828; inhibition, % at 4 µM; GALR2-expressing cells, antagonist mode; O43603; actives 0.39% (n = 140,000); in the data active means inhibition above about 27%;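 further: cells stimulated with galanin 1-16 at roughly its EC80; 0% = agonist challenge control and 100% = basal control without agonist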
Target sequence (O43603 whole entry, looked up): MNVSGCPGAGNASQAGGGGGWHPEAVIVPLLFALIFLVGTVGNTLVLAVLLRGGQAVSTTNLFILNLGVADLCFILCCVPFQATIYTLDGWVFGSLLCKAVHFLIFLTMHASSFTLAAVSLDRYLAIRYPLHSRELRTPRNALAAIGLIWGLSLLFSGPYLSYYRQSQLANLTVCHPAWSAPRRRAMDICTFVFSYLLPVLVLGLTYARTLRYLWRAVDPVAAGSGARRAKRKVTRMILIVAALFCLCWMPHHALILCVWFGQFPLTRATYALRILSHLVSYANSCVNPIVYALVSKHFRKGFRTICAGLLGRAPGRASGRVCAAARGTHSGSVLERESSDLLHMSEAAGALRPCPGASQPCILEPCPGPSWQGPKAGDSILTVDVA
NPY Y2 blocker: NPY-Y2 (human) receptor antagonism | P49146 | NPY-Y2 expressing cells, antagonist mode | inhibition, % at 2.7 µM | actives 0.99% (n = 140,000) | AID 793; in the data active means inhibition above about 17%;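 further: 0% = vehicle with agonist challenge and 100% = reference antagonist with challenge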
Target sequence (P49146 whole entry, looked up): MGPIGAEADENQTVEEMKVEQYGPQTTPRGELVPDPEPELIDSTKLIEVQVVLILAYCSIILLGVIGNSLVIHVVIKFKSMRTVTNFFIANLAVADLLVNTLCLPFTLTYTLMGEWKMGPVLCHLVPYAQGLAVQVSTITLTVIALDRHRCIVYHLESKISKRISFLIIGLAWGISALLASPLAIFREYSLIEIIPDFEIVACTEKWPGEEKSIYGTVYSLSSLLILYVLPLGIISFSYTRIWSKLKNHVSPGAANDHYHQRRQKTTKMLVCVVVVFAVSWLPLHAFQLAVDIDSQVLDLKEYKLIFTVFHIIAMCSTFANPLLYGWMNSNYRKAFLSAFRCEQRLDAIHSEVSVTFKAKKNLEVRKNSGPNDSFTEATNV
An asterisk follows results filed as active; . = no result given.

no. | smiles | BB579 growth dn | bCat KO growth | HCT116 PTEN-null | Yeast life ext | E-sel TNF inh | MRP1 act | Measles CPE | Phagocytosis inh | GALR2 antag | NPY Y2 blocker
1 | O=C(c1ccc([N+](=O)[O-])s1)N1CCN(c2ccccc2)CC1 | 13 | 55 | 64 | 9 | . | -2.4 | 14 | 1 | 10 | 1
2 | CNC(=S)N(Cc1ccc(OC)cc1)C1CC(=O)N(c2ccc(C(=O)OC)cc2)C1=O (configuration not stated) | -32 | 95 | 98 | 0 | -27 | -4.9 | 19 | -11 | 6 | 2
3 | CCn1c(C)nc2cc(S(=O)(=O)N3CCCCC3)ccc21 | -45 | 87 | 87 | . | -30 | -0.3 | 1 | 1 | 23 | 0
4 | CCOc1ccc(NCC(=O)Nc2ccc(Cl)cc2C)cc1 | -42 | 73 | 74 | . | 8 | -3.2 | 13 | . | -6 | 2
5 | Cc1ccc(-c2cc(C(=O)NCc3cnn(C)c3)c3cc(Br)ccc3n2)cc1 | -9 | 27 | 29 | -1 | . | -3.7 | 21 | -9 | 6 | 3
6 | Cc1nc(N2CCOCC2)c(C#N)c2c1COC(C)(C)C2 | -17 | 92 | 93 | -7 | 16 | -4.6 | 1 | . | 2 | 0
7 | Brc1cccc(-c2nnc(-c3ccccc3)o2)c1 | -16 | 88 | 88 | -7 | -4 | -0.9 | 7 | -2 | 6 | 18*
8 | Cc1cc(F)ccc1NCc1cc2c(cc1[N+](=O)[O-])OCO2 | -5 | 80 | 77 | -9 | . | -0.4 | 1 | 0 | 1 | -1
9 | Cc1ccccc1S(=O)(=O)c1c(C)cc(-c2ccccc2)[nH]c1=O | -53 | 95 | 98 | -6 | 11 | -1.4 | 21 | . | -1 | -1
10 | CCC(=O)n1nc(-c2ccco2)nc1N | -12 | 96 | 101 | -16 | 0 | 1.7 | 28 | 0 | 5 | 1
11 | O=C(Nc1cccc(F)c1)C1CC(=O)N(c2ccc(Br)cc2)C1 (configuration not stated) | -1 | 94 | 95 | -7 | 15 | -2.0 | 16 | 0 | -3 | 5
12 | CCCCN(C)CCNC(=O)Cn1ncc2c(=O)oc3ccc(C)cc3c21 | -18 | 94 | 102 | -7 | 1 | -1.5 | 0 | 0 | -4 | 0
13 | COC(=O)c1cc2ccsc2n1CC(=O)Nc1cc(Cl)ccc1OC | -66 | 18 | 23 | -4 | -14 | -2.4 | 11 | 3 | 21 | 4
14 | O=S(=O)(NCCSCc1ccc(Cl)cc1Cl)c1ccc2c(c1)OCCO2 | -43 | 54 | 74 | 1 | -11 | -0.1 | 3 | 2 | 4 | 7
15 | Cc1ccc2[nH]c(=O)c(CN(Cc3cccs3)S(=O)(=O)c3ccc4c(c3)OCCO4)cc2c1 | -42 | 93 | 93 | 7 | . | 1.3 | 9 | -12 | 6 | 15
16 | Cn1c2ccccc2c2c(C(=O)N3CCN(c4ccccc4)CC3)cn(C3CCCC3)c(=O)c21 | -32 | 78 | 64 | 1 | -5 | -2.5 | 5 | . | -14 | 4
17 | Cc1ccc(NC(=O)N2CCCC2C(=O)Nc2ccc(-n3cnnn3)c(C)c2)cc1 (configuration not stated) | -36 | 87 | 90 | . | . | -0.4 | 24 | . | 3 | -1
18 | CCCCNC(=O)CNC(=O)c1cccs1 | -24 | 111 | 106 | -15 | 3 | -0.3 | 14 | 1 | 13 | 0
19 | Cc1ccc(NC(=S)N(CCCN2CCOCC2)Cc2ccco2)cc1Cl | -24 | 74 | 74 | 2 | . | -1.4 | 5 | -3 | -2 | 3
20 | COC(=O)c1ccc(Sc2ccccc2NS(=O)(=O)c2ccc(C)cc2)nc1 | -47 | 99 | 97 | 25 | -24 | -1.6 | 16 | . | 6 | 5
21 | CCCCCN1CC(O)=C(c2ccccc2)C1=N | -81 | 87 | 102 | -9 | -13 | -0.6 | 2 | -1 | 2 | 2
22 | CC(C)n1cc(NC(=O)c2cc(-c3ccccc3)on2)cn1 | -41 | 24 | 25 | 0 | 8 | -2.7 | 1 | 3 | -7 | 9
23 | Cc1ccc(N(C(=O)C(F)(F)F)C(C(=O)NC2CCCCC2)c2cccs2)cc1 (configuration not stated) | -28 | 87 | 79 | 0 | 13 | -0.7 | 7 | . | 3 | 2
24 | O=C(c1n[nH]c(=O)c2ccccc12)N1CCN(c2ccccc2)CC1 | -54 | 86 | 102 | 1 | . | -1.8 | 2 | 2 | -19 | 0
25 | CCOc1ccccc1CNC(=O)C1CCN(c2nc3ccccc3o2)CC1 | -32 | 90 | 92 | -1 | . | -1.8 | 8 | -3 | 6 | 3
26 | CCO/C=C/C(O)(CNC(=O)COc1ccccc1F)C(F)(F)F (configuration not stated) | -54 | 95 | 101 | -7 | -14 | -0.5 | . | . | -1 | 2
27 | Cc1ccc(S(=O)(=O)NCCSC(C)(C)C)cc1 | -58 | 69 | 73 | 5 | 8 | 0.2 | 15 | -1 | -9 | 5
28 | CCOC(=O)C(Cc1ccccc1)NC(C)=O (configuration not stated) | -29 | 97 | 98 | -1 | 4 | -0.4 | 5 | -2 | -14 | 1
29 | CN1CCN(CCCC(=O)c2ccc(F)cc2)CC1 | 13 | 99 | 87 | -10 | -43 | -1.8 | . | -1 | -2 | -2
30 | COc1cccc(Nc2ncc(C(=O)O)c3ccccc23)c1 | -43 | 96 | 100 | -8 | -25 | 5.1* | 13 | . | 0 | 3
31 | O=C(CSCc1ccco1)c1cccs1 | -29 | 94 | 106 | . | -10 | -1.2 | 3 | 0 | 19 | 0
32 | O=C(O)c1ccc(N/N=C/c2ccc(OC(=O)c3ccccc3Cl)cc2)cc1 | 1 | 95 | 99 | 0 | . | 0.1 | 6 | -2 | 8 | 4
33 | CCOCCn1c(CN(Cc2ccccc2)Cc2ccccc2)nc2c1c(=O)[nH]c(=O)n2C | -35 | 66 | 64 | -11 | 5 | -3.9 | 13 | . | -11 | 0
34 | C[C@@H](C(=O)Nc1ccc2ccccc2c1)[C@H]1C[C@]1(C)[C@H](NS(=O)(=O)c1ccc(-c2ccccc2)cc1)c1ccccc1 | -32 | 84 | 77 | 7 | -49 | -0.2 | 8 | . | -1 | -1
35 | O=C1C2C3C=CC(C3)C2C(=O)N1c1ccc2c(c1)OCO2 (configuration not stated) | -10 | 94 | 103 | -3 | . | -1.6 | 21 | 0 | -12 | 4
36 | O=C(/C=C/c1ccc2c(c1)OCO2)Nc1nc2ccccc2s1 | -19 | 25 | 19 | -5 | 62* | -5.9 | 4 | -10 | -20 | 7
37 | COc1ccccc1NC(=O)c1ccc(NC(=O)COC(=O)C2(C)CC2(Cl)Cl)cc1 (configuration not stated) | -34 | 92 | 81 | -3 | . | 0.9 | 22 | . | -2 | 4
38 | C/C(=N\NC(=O)c1nn(C)cc1Br)c1ccc(NC(=O)c2ccncc2)cc1 | -41 | 104 | 112 | 1 | . | 0.2 | 3 | -4 | 9 | 2
39 | C/C(=N\NC(=O)C1(C)CC1(Br)Br)c1ccc(NC(=O)C2CCC2)cc1 (configuration not stated) | -30 | 56 | 51 | -1 | 7 | -2.2 | 5 | 0 | 14 | 1
40 | CCNc1nc(NC(C)C)nc(Oc2ccc(/C=N/O)cc2)n1 | -64 | 99 | 104 | -9 | 7 | -0.6 | 26 | . | -11 | 0
41 | O=C(NN=C1CCCCCC1)c1cn(-c2ccccc2)nc1-c1ccccc1 | -31 | 94 | 92 | 0 | 4 | -1.6 | 11 | -4 | 0 | 1
42 | CCCC(CCC(=O)Nc1ccc(C(=O)OC)cc1)C(=O)O (configuration not stated) | 16 | 87 | 93 | -5 | 0 | -1.9 | 21 | . | 2 | 3
43 | O=C(CSc1nc2c(cnn2-c2ccc(F)cc2)c(=O)[nH]1)N1N=C(c2cccs2)CC1c1ccc(F)cc1 (configuration not stated) | -11 | 73 | 57 | 7 | -19 | -3.5 | 14 | . | 5 | 1
44 | CCn1c(SCC(=O)Nc2cc(C(C)(C)C)nn2-c2ccccc2)nnc1-c1cccs1 | 8 | 95 | 94 | -2 | . | -0.7 | 10 | -5 | -2 | 1
45 | Cc1nc2ccccc2n1CC(O)Cn1c(C(F)(F)F)nc2ccccc21 (configuration not stated) | -27 | 78 | 79 | 0 | . | -1.7 | -1 | -2 | -7 | 7
46 | CCOc1ccc(C(=O)OCCN(C)C)cc1 | 5 | 100 | 100 | -13 | 3 | -0.7 | 4 | 0 | -1 | 2
47 | Clc1ccc(Sc2cc(Cl)c(-c3ccccc3)nn2)cc1 | -64 | 88 | 76 | 2 | 38 | -1.5 | 34 | . | 15 | 11
48 | Cc1ccccc1CN1CCN(CC(=O)NCc2ccco2)C1=O | 1 | 104 | 102 | -12 | -22 | -1.3 | 11 | -1 | -2 | -1
49 | O=C(CSc1nnc(-c2cccs2)n1-c1ccccc1)NCc1ccco1 | -30 | 90 | 95 | -1 | -9 | -3.4 | 2 | -4 | 3 | 0
50 | O=C(/C=C/c1ccc(F)cc1)NC(=S)NNC(=O)c1cccnc1 | -39 | 44 | 37 | 2 | -8 | -2.1 | 24 | -7 | -3 | 2

3 entries already listed, arranged by the number in E-sel TNF inh, lowest first.
| nr | Molecule | BB579 growth dn | Yeast life ext | E-sel TNF inh | Measles CPE | Phagocytosis inh | GALR2 antag | NPY Y2 blocker |
| --- | --- | --- | --- | --- | --- | --- | --- | --- |
| 48 | Cc1ccccc1CN1CCN(CC(=O)NCc2ccco2)C1=O | 1 | -12 | -22 | 11 | -1 | -2 | -1 |
| 49 | O=C(CSc1nnc(-c2cccs2)n1-c1ccccc1)NCc1ccco1 | -30 | -1 | -9 | 2 | -4 | 3 | 0 |
| 42 | CCCC(CCC(=O)Nc1ccc(C(=O)OC)cc1)C(=O)O (configuration not stated) | 16 | -5 | 0 | 21 | . | 2 | 3 |

(more compounds)
no. | smiles | BB579 growth dn | bCat KO growth | HCT116 PTEN-null | Yeast life ext | E-sel TNF inh | MRP1 act | Measles CPE | Phagocytosis inh | GALR2 antag | NPY Y2 blocker
51 | CCC(=O)c1ccccc1OCCCN1C(=O)NC(C)(C)C1=O | -25 | 94 | 92 | -5 | 6 | -1.0 | 3 | 0 | -14 | 2
52 | O=C(c1ccccc1)N1CCCCC(S(=O)(=O)c2ccccc2)C1=O (configuration not stated) | -40 | 82 | 97 | 6 | . | -2.1 | 6 | . | 5 | 3
53 | CC(C)(C)OC(=O)N/N=C/c1ccc(N2CCOCC2)s1 | -26 | 94 | 93 | -3 | . | 0.0 | 5 | 11 | -2 | 3
54 | COC(=O)c1ccccc1NC(=O)NCC1CCCO1 (configuration not stated) | -18 | 92 | 92 | -17 | 5 | -0.8 | 14 | . | -10 | 6
55 | Cc1cc(NCCCN2CCOCC2)n2nc(C)c(-c3ccccc3)c2n1 | -29 | 67 | 80 | -7 | 1 | -2.4 | 6 | 0 | -23 | 5
56 | COc1cc(-n2ccnc2SC)c(Cl)cc1Cl | -53 | 85 | 79 | -3 | -4 | -4.0 | 27 | . | 4 | 9
57 | COc1ccc(C(=O)N2CCC(O)(c3ccc(F)cc3)CC2)cc1OC | -29 | 101 | 99 | 9 | . | 0.1 | 14 | -1 | -6 | 0
58 | O=C(CCCCCn1c(=S)[nH]c2ccc(N3CCOCC3)cc2c1=O)NCCc1ccccc1 | -28 | 94 | 93 | -4 | . | 0.3 | 10 | -6 | 7 | 2
